CIT2 TOR yeast – modulators of TOR pathway CIT2-GFP in S. cerevisiae | S. cerevisiae CIT2-GFP strain, flow cytometry, 3 h; 100 means same as DMSO wells | GFP response vs DMSO, % at 10 µM | 0.065% of 320,000 active | AID 2029;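 active = GFP response relative to DMSO above a set limit, near the screen mean plus 3 SD, cut at about 150% in these data; inconclusive = Fewer than 70 cells measured for a yeast strain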;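 note: ratio of well median GFP fluorescence to mean of DMSO wells on the plate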
MEP2-GFP yeast – modulators of TOR pathway MEP2-GFP in S. cerevisiae; S. cerevisiae MEP2-GFP strain, flow cytometry GFP, 3 h; 100% = DMSO control level; GFP response vs DMSO, % at 10 µM; 0.51% of 330,000 active; AID 2016;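 active = GFP response versus DMSO above a set limit, roughly screen mean plus 3 SD, cut at about 180% in these data; inconclusive = fewer than 70 cells counted for a yeast strain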;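 note: median GFP fluorescence of the barcode-gated MEP2-GFP cells per well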
Yeast superoxide – lowers age-related superoxide in aged yeast cells; S. cerevisiae aged cells, superoxide DHE fluorescence; active compounds read low; 0.18% of 330,000 active; superoxide response (% of plate mean), % at 10 µM;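 active = superoxide response under a set limit, about three screen SD below normal, cut at about 65% in these data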;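 note: yeast aged for seven days with compound at 30 °C before DHE staining; 100% = average MFI of all compound-treated wells on the plate with controls excluded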
VLA-4 inh – inhibition in a human VLA-4 binding assay; AID 2557; 0.2% of 330,000 active; VLA-4 expressing cells, ligand binding flow cytometry; inhibition, % (about 7 µM as worked out from the volumes in the protocol); P13612; in the data active = inhibition above about 50%
RPL19A-GFP yeast – modulators of TOR pathway RPL19A-GFP in S. cerevisiae; AID 2025; 0.3% of 330,000 active; S. cerevisiae RPL19A-GFP strain, flow cytometry, 3 h; active compounds read low; percent response vs DMSO, % at 10 µM;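 active = percent response vs DMSO below 50%; inconclusive = fewer than 70 events counted for the yeast strain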;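 note: median channel GFP fluorescence of the barcoded RPL19A-GFP strain; ratio of sample median GFP to plate DMSO average so 100% = DMSO; lower means less RPL19A-GFP as with rapamycin TOR inhibition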
LAP4 TOR yeast – modulators of TOR pathway LAP4-GFP in S. cerevisiae. GFP response vs DMSO, % at 10 µM. 0.34% of 320,000 active. S. cerevisiae LAP4-GFP multiplex, flow cytometry GFP, 3 h; median GFP as percent of DMSO wells;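 active = GFP response vs DMSO above a set limit, about the screen mean plus 3 SD, cut at about 150% in these data; inconclusive = under 70 cell events counted for the yeast strain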
AGP1 TOR yeast – modulators of TOR pathway AGP1-GFP in S. cerevisiae; GFP response vs DMSO, % at 10 µM; AID 2066; 0.02% of 320,000 active; S. cerevisiae AGP1-GFP multiplex flow cytometry, 3 h; GFP as percent of DMSO wells;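 active = GFP response relative to DMSO above a set limit, near screen average plus 3 SD, cut at about 150% in these data; inconclusive = fewer than 70 cells counted for the yeast strain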;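 note: median GFP channel fluorescence of the gated AGP1 strain per well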
GRK2 aptamer HTS – human GRK2 inhibition via aptamer displacement; P25098; bead flow cytometry, FAM-aptamer displacement from GRK2; inhibition of aptamer binding, % at 10 µM; 0.59% of 330,000 active;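 active = inhibition of aptamer binding above 40%, roughly 3 SD of noise, on plates passing a quality check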;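 note: median bead fluorescence of bound FAM aptamer so fluorescent compounds give negative values; no value below 0 was filed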
Target sequence (P25098 whole entry, looked up): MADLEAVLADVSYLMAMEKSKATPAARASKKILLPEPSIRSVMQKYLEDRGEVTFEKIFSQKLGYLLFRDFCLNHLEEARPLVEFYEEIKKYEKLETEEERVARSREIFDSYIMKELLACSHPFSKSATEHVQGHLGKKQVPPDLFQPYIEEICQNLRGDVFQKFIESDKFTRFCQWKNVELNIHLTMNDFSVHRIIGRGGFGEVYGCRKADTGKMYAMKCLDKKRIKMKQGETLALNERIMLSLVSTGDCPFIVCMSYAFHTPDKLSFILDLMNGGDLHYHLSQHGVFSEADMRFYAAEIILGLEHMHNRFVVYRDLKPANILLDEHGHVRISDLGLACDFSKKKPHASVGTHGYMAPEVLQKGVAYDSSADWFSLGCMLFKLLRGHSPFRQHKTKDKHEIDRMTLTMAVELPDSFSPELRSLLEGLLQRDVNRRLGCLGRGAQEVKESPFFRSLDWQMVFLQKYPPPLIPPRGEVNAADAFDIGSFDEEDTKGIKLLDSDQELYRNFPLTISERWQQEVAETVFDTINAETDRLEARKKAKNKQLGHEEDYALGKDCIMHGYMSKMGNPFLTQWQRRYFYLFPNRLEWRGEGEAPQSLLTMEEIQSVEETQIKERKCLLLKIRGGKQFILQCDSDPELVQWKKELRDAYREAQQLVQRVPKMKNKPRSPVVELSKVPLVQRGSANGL
* hit, by the source's call; ? = inconclusive; [ ] = dose if it differs, or a comment.

compound	CIT2 TOR yeast	Yeast superoxide	LAP4 TOR yeast	GRK2 aptamer HTS	VLA-4 inh	RPL19A-GFP yeast	AGP1 TOR yeast	MEP2-GFP yeast
CC(OC(=O)Cn1cc(C(F)(F)F)ccc1=O)C(=O)N(C)c1ccccc1 (stereo not drawn)	124	95	97	1	3	101	105	110
CN(C)C(CNC(=O)c1ccc2ccccc2c1)c1ccco1 (stereo not drawn)	115	99	104	1	15	102	117	107
O=C1C=C(c2cccc(Cl)c2)C[C@@H](c2ccc3c(c2)OCO3)C1	99	109	104	1	4	95	94	94
CCCN1CN(Cc2ccccc2)CNC1=S	100	92	104	6	12	98	95	105
Cc1ccccc1NC(=O)Cc1nc(COC(=O)COc2ccc(C(C)(C)C)cc2)cs1	87	109	102	2	4	100	98	96
COc1ccc(CN2C(=O)c3ccccc3C(/C=N/OCc3ccc(Cl)cc3)C2=O)cc1 (stereo not drawn)	99	104	108	1	-1	103	104	103
CCOc1cc2[nH]c(=S)n(CCN3CCC(C)CC3)c(=O)c2cc1OCC	103	112	96	1	2	99	103	100
CS(=O)(=O)N(Cc1nc2sc3c(c2c(=O)[nH]1)CCCC3)C1CCCCC1	103	107	97	0	3	103	99	102
O=C1NC(c2cccs2)Nc2ccccc21 (stereo not drawn)	97	103	98	1	5	97	104	110
Cc1ccsc1/C=C(\C#N)C(=O)Nc1c(C)n(C)n(-c2ccccc2)c1=O	102	96	95	1	6	101	100	102
CC(C)(C)C(=O)N1CCN(S(=O)(=O)c2ccc3c(c2)OCCCO3)CC1	103	94	98	2	10	100	103	101
COc1ccc(CCNC(=O)c2ccnc(C(C)(C)C)c2)cc1OC	98	89	106	1	17	97	107	100
C[C@H](NC(=O)C1CCN(S(=O)(=O)c2ccccc2)CC1)C(=O)NCc1cccc(Cl)c1	110	118	84	0	7	97	94	102
COc1ccc2nc(-c3ccc(Cl)cc3)cc(C(=O)O)c2c1	67	130	126	1	-17	94	88	98
COC(=O)c1ccccc1NC(=O)[C@@H]1CCC(=O)N1C1OC(=O)c2c1ccc(OC)c2OC (stereo partly drawn)	97	117	104	1	2	99	101	108
COc1ccc(OC)c(-c2csc(NC(=O)C3=COCCO3)n2)c1	95	95	114	0	7	95	96	98
O=C1CCc2cc(S(=O)(=O)N3CCN(c4ccc(F)cc4)CC3)cc3c2N1CC3	109	107	105	2	-3	105	121	102
O=C(NCc1cccnc1)Nc1cccc(NC(=O)NCc2cccnc2)c1	101	77	91	2	6	96	99	95
COc1cc(NC(=O)c2ccc(C(C)(C)C)cc2)c(OC)cc1NC(=O)CN1CCCCC1	100	102	112	0	8	98	107	101
Cc1noc(C)c1C(=O)Nc1nnc(CC(C)C)s1	97	106	105	1	7	96	102	99
Nc1ncnc(Oc2cccc3cccnc23)c1[N+](=O)[O-]	93	109	86	5	9	98	92	101
Nc1cccc([N+](=O)[O-])c1	81	119	93	2	-3	96	89	93
CCOc1ccc(NC(=O)CCC(=O)NNC(=O)COc2ccc(C)cc2Br)cc1	?	94	?	0	-7	46*[may fluoresce violet]	?	?
CC1Cc2cc(S(=O)(=O)N3CCC(C(=O)N4CCN(c5ccccc5F)CC4)CC3)ccc2N1C(=O)C1CC1 (stereo not drawn)	99	119	99	3	-3	96	96	101
COc1ccc(/C=C/C(=O)Nc2c(C)nn(C)c2C)cc1COc1ccc(Cl)cc1Br	93	104	105	2	7	102	102	109
CC1C/C(=N\NC(=O)CCc2ccc(S(=O)(=O)N3CCOCC3)cc2)CC(C)(C)C1 (stereo not drawn)	97	94	98	0	2	100	100	102
Cc1nc2c([nH]1)C1(CCN(Cc3ccccc3)CC1)C(C#N)=C(N)O2	97	101	97	1	-3	96	100	96
N#C/C(=N\Nc1cc(Cl)cc(Cl)c1)c1nnc2n1CCCCC2	99	107	108	4	10	110	102	100
Cc1cccc(N(C(=O)CCC(=O)Nc2nccs2)C(C(=O)NC(C)(C)C)c2ccc(O)cc2)c1 (stereo not drawn)	112	106	105	0	3	101	106	108
CN(C)CCCNC(=O)C(=O)Nc1cc2c3c(c1)CCC(=O)N3CCC2	118	87	114	2	0	108	110	110

2 entries from above, set out differently.
Second line of a record – CIT2 TOR yeast, Yeast superoxide, LAP4 TOR yeast, GRK2 aptamer HTS, VLA-4 inh, RPL19A-GFP yeast, AGP1 TOR yeast, MEP2-GFP yeast
CC1Cc2cc(S(=O)(=O)N3CCC(C(=O)N4CCN(c5ccccc5F)CC4)CC3)ccc2N1C(=O)C1CC1 (stereo not drawn)
    99, 119, 99, 3, -3, 96, 96, 101
COc1ccc(/C=C/C(=O)Nc2c(C)nn(C)c2C)cc1COc1ccc(Cl)cc1Br
    93, 104, 105, 2, 7, 102, 102, 109

Later entries
compound	CIT2 TOR yeast	Yeast superoxide	LAP4 TOR yeast	GRK2 aptamer HTS	VLA-4 inh	RPL19A-GFP yeast	AGP1 TOR yeast	MEP2-GFP yeast
O=C(CCC(=O)NNC(=O)c1ccccc1[N+](=O)[O-])NCc1ccccc1	91	114	103	0	1	96	97	101
CC(=O)c1cccc(NC(=O)NNC(=O)c2ccc(Cl)cc2Cl)c1	95	104	104	1	-5	111	113	107
Cc1cc(=O)oc2c(C)c(OCC(=O)N3CC[C@@]4(O)CCCC[C@H]4C3)ccc12	98	96	99	0	-1	95	98	117
COc1ccc2cc1Oc1ccc(cc1)C[C@H]1c3c(cc4c(c3Oc3cc5c(cc3OC)CCN(C)[C@@H]5C2)OCO4)CCN1C	96	96	103	0	13	100	101	95
O=C(NC1CCC(O)CC1)c1cc(-c2ccc(Cl)cc2)nc2ccccc12 (stereo not drawn)	81	88	99	1	13	102	96	96
CCN1CCN(CCCNC(=O)c2ccc3c(c2)N(Cc2ccccc2)CCS3)CC1	109	108	96	0	9	106	109	110
Cc1ccc(NC(=O)CS(=O)CC(=O)N(C(C)C(=O)NC2CCCCC2)C(C)(C)C)cc1 (stereo not drawn)	105	87	92	1	1	97	103	96
Cc1oc(-c2ccc(Cl)cc2)nc1CN1CCCC(C(=O)NCc2ccccn2)C1 (stereo not drawn)	89	100	91	0	22	107	113	99
CCOc1ccc(C(=O)NCC(=O)NNC(=O)CN(C)S(=O)(=O)c2ccc(Cl)cc2)cc1	91	107	103	0	30	96	103	96
COC(=O)c1sccc1NC(=S)NCc1ccc(Cl)cc1	90	94	118	4	15	97	101	111
CN(Cc1ccco1)C(=O)CN1C(=O)NC2(CCCCC2)C1=O	89	95	98	2	-4	91	97	98
CCOC(=O)c1ccc(NC(=O)N(CC)CC)cc1	109	99	104	0	4	101	105	100
O=C(CCCNC(=O)c1ccc(Cl)cc1)Nc1cccc(F)c1	100	111	100	0	14	97	101	105
Cc1ccc(NC(=O)CNC(=O)OCc2ccccc2)cc1C	94	103	101	1	-5	98	106	98
Cc1onc(C(=O)NN)c1C(=O)Nc1ncc(C(F)(F)F)cc1Cl	92	95	95	2	15	94	94	94
COC(=O)C1=C(C)N(c2cccc(Cl)c2)C(=O)C1	99	98	101	0	1	102	104	106
Cc1nc([N+](=O)[O-])nn1C12CC3CC(CC(Cl)(C3)C1)C2	97	104	103	0	0	102	99	113
O=S(=O)(Cc1cnc(Cl)s1)c1ccccc1	103	109	95	4	-18	92	93	96
CC(=O)OC[C@H]1O[C@@H](n2ncc(=O)[nH]c2=O)[C@H](OC(C)=O)[C@@H]1OC(C)=O	83	100	91	0	4	89	74	82
CC(OC(=O)CCN=C1NS(=O)(=O)c2ccccc21)C(=O)Nc1ccc(F)cc1Cl (stereo not drawn)	104	96	99	1	23	96	103	102
O=C(NCCN1CCOCC1)Nc1cccc(Cl)c1	83	100	?	0	-4	93	?	?
COc1ccc(COC(=O)C2=C(C)NC(=O)NC2c2ccccc2F)cc1 (stereo not drawn)	100	100	83	1	10	99	92	102
COc1cc(/C=N/n2nnnc2N)cc(Cl)c1OC	106	105	122	0	-12	97	104	103
CCn1cc(CN2CCCC(C(=O)c3ccc(-c4ccccc4)c(F)c3)C2)cn1 (stereo not drawn)	77	100	100	0	-1	97	104	99

Among those listed so far, ten have an aryl methoxy group:
compound	CIT2 TOR yeast	Yeast superoxide	LAP4 TOR yeast	GRK2 aptamer HTS	VLA-4 inh	RPL19A-GFP yeast	AGP1 TOR yeast	MEP2-GFP yeast
COc1ccc(CN2C(=O)c3ccccc3C(/C=N/OCc3ccc(Cl)cc3)C2=O)cc1 (stereo not drawn)	99	104	108	1	-1	103	104	103
COc1ccc(CCNC(=O)c2ccnc(C(C)(C)C)c2)cc1OC	98	89	106	1	17	97	107	100
COc1ccc2nc(-c3ccc(Cl)cc3)cc(C(=O)O)c2c1	67	130	126	1	-17	94	88	98
COC(=O)c1ccccc1NC(=O)[C@@H]1CCC(=O)N1C1OC(=O)c2c1ccc(OC)c2OC (stereo partly drawn)	97	117	104	1	2	99	101	108
COc1ccc(OC)c(-c2csc(NC(=O)C3=COCCO3)n2)c1	95	95	114	0	7	95	96	98
COc1cc(NC(=O)c2ccc(C(C)(C)C)cc2)c(OC)cc1NC(=O)CN1CCCCC1	100	102	112	0	8	98	107	101
COc1ccc(/C=C/C(=O)Nc2c(C)nn(C)c2C)cc1COc1ccc(Cl)cc1Br	93	104	105	2	7	102	102	109
COc1ccc2cc1Oc1ccc(cc1)C[C@H]1c3c(cc4c(c3Oc3cc5c(cc3OC)CCN(C)[C@@H]5C2)OCO4)CCN1C	96	96	103	0	13	100	101	95
COc1ccc(COC(=O)C2=C(C)NC(=O)NC2c2ccccc2F)cc1 (stereo not drawn)	100	100	83	1	10	99	92	102
COc1cc(/C=N/n2nnnc2N)cc(Cl)c1OC	106	105	122	0	-12	97	104	103

Assay outcomes deposited in PubChem BioAssay by NMMLSC.
